Bioassay records: PubChem BioAssay, several laboratories
GLD-1 RNA inh: GLD-1-TGE RNA interaction inhibition (C. elegans); inhibition, % at 5.96 µM; Q17339; purified GLD-1 + fluorescein TGE RNA, fluorescence polarization; AID 2280; actives 0.44% (n = 320,000);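 active = percent inhibition above a per-plate cutoff, the plate mean of test compounds plus 3 SD, cut at about 30% in these data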;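 also: 0% = DMSO wells with GLD-1 and probe and 100% = wells lacking GLD-1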
VLA-4 inh: inhibition in a human VLA-4 binding assay. AID 2557. VLA-4 expressing cells, ligand binding flow cytometry. P13612. inhibition, % (about 7 µM as worked out from the volumes in the protocol). actives 0.2% (n = 330,000); in the data active = inhibition above about 50%
MCL1 BIM primary: inhibitors of human MCL1 binding to BIM-BH3 peptide | actives 0.68% (n = 320,000) | Q07820 | AID 2057 | GST-MCL1 / FITC-Bim-BH3 fluorescence polarization | inhibition, % at 10.9 µM;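 active = inhibition above the mean inhibition of all tested compounds plus 3 SD, set per campaign, cut at about 40% in these data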;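 also: 0% = DMSO wells and 100% = unlabeled Bim-BH3 peptide control; higher means more loss of mP so more displacement of Bim peptide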
CIT2-GFP yeast: alters CIT2-GFP fluorescence in TOR pathway yeast screen; S. cerevisiae CIT2-GFP strain, flow cytometry, 3 h; 100 means same as DMSO wells; GFP response vs DMSO, % at 10 µM; actives 0.065% (n = 320,000); AID 2029;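 active = GFP response relative to DMSO above a set limit, near the screen mean plus 3 SD, cut at about 150% in these data; inconclusive = Fewer than 70 cells measured for a yeast strain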;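 also: ratio of well median GFP fluorescence to mean of DMSO wells on the plate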
AGP1 TOR yeast: alters AGP1-GFP fluorescence in TOR pathway yeast screen. S. cerevisiae AGP1-GFP multiplex flow cytometry, 3 h; GFP as percent of DMSO wells. GFP response vs DMSO, % at 10 µM. actives 0.02% (n = 320,000). AID 2066;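 active = GFP response relative to DMSO above a set limit, near screen average plus 3 SD, cut at about 150% in these data; inconclusive = fewer than 70 cells counted for the yeast strain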;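 also: median GFP channel fluorescence of the gated AGP1 strain per well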
MEX-5 binding: C. elegans MEX-5 TCR-2 RNA binding activity. Q9XUB2. MEX-5/FITC-TCR2 RNA binding, fluorescence polarization; hits give low values. activity score (negative = inhibition of binding), % at 10 µM. AID 1832. actives 0.38% (n = 300,000);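 active = inhibition past about -25% in most replicates, and total fluorescence under double the plate's negative control median, limit read from the data; inconclusive = replicates evenly split on the limit, or fluorescence at least double controls; inactive = too little inhibition in most replicates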;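 also: 0% = DMSO and -100% = 5 µM competing unlabeled TCR2 RNA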
Yeast superoxide: yeast age-related superoxide inhibition as caloric restriction mimetic. S. cerevisiae aged cells, superoxide DHE fluorescence; hits give low values. superoxide response (% of plate mean), % at 10 µM. actives 0.18% (n = 330,000). AID 2690;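 active = superoxide response under a set limit, about three screen SD below normal, cut at about 65% in these data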;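 also: yeast aged for seven days with compound at 30 °C before DHE staining; 100% = average MFI of all compound-treated wells on the plate with controls excluded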
BCLXL inh: Bcl-xL (human) inhibition; GST-Bcl-xL / FITC-Bim BH3 peptide fluorescence polarization; actives 0.7% (n = 320,000); AID 2129; Q07817; inhibition, % at 10.9 µM;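 active = inhibition above the mean of all tested compounds plus 3 SD, cutoff set per campaign, cut at about 30% in these data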;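 also: 0% = DMSO wells and 100% = unlabeled Bim-BH3 peptide competitor; inhibitors lower millipolarization by displacing the labeled peptide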
Target sequence (Q07817 whole entry, looked up): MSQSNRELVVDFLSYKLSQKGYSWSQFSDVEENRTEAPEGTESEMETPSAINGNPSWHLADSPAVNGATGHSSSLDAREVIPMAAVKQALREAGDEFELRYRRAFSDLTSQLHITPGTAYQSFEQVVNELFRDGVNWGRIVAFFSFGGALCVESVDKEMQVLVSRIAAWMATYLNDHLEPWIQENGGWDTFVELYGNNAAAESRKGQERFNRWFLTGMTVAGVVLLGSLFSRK
GRK2 aptamer HTS: inhibitors of human GRK2 displacing RNA aptamer; P25098; bead flow cytometry, FAM-aptamer displacement from GRK2; inhibition of aptamer binding, % at 10 µM; actives 0.59% (n = 330,000); AID 488847;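 active = inhibition of aptamer binding above 40%, roughly 3 SD of noise, on plates passing a quality check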;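 also: median bead fluorescence of bound FAM aptamer so fluorescent compounds give negative values; no value below 0 was filed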
Target sequence (P25098 whole entry, looked up): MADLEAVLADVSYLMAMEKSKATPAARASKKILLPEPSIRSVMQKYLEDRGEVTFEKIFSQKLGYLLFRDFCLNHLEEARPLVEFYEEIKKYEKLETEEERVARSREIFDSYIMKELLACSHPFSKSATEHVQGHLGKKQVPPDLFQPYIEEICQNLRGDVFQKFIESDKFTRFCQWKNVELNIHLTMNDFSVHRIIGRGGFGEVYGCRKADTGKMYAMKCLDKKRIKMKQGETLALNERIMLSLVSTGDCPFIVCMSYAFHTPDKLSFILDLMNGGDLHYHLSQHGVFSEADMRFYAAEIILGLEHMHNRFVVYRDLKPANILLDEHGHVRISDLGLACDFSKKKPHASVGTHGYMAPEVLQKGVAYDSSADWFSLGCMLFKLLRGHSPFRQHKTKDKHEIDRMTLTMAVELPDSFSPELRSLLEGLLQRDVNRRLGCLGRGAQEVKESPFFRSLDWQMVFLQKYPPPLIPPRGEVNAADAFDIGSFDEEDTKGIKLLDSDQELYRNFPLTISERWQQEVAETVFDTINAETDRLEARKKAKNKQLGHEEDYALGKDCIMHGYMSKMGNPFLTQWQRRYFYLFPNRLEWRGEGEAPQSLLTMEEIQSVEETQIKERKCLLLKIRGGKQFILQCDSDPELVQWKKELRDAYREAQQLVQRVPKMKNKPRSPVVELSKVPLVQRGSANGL
Active calls of the source: *; ? = inconclusive; nt = not tested or not shown.

SMILES	GLD-1 RNA inh	VLA-4 inh	MCL1 BIM primary	CIT2-GFP yeast	AGP1 TOR yeast	MEX-5 binding	Yeast superoxide	BCLXL inh	GRK2 aptamer HTS
CCCc1cnc(N2CCN(C(=O)c3ccc(OC)cc3)CC2)nc1	-1	-3	2	96	93	1.7	95	4	0
N#Cc1nc(-c2ccc(OCc3ccccc3)cc2)oc1N1CCOCC1	0	3	2	96	95	-2.1	98	-1	2
COc1ccc(-c2cc(C(=O)OCC(=O)N(C)C)c3ccccc3n2)cc1	9	-7	-4	84	92	0.5	104	3	2
Cc1nn(C)c(Cl)c1/C=N/OC(=O)c1ccc(F)cc1	1	28	-6	98	95	0.7	97	0	2
CCOC(=O)COc1cc2c(C(=O)OCC)c(C)oc2cc1Br	0	7	7	97	104	0.2	109	8	3
Cc1ccc(C)c(N(CC(=O)NCc2ccco2)C(=O)CCC(=O)Nc2nccs2)c1	3	7	-3	91	96	-1.1	104	0	1
CCOc1ccc(N(Cc2cc3ccc(C)cc3[nH]c2=O)S(=O)(=O)c2ccccc2)cc1	5	10	-5	97	94	-2.2	109	2	0
CN(C)S(=O)(=O)c1ccc(Cl)c(NC(=O)CSc2nc3c(cc2C#N)C(=O)CCC3)c1	-3	7	7	109	96	1.6	89	3	0
Cc1ccc(CNC(=O)Nc2ccccc2)n1C	4	6	9	92	96	-2.8	107	12	4
CSc1ccc(CN(C)C(C)C(=O)NCC2CCCCC2)cc1 (centres undefined)	4	0	-1	100	98	0.7	102	6	24
CCOC(=O)c1cc(Sc2ccccc2N)cc(C(=O)OCC)n1	9	-3	-2	89	105	0.6	104	-2	0
Cc1ccc(C(=O)Nc2ccccc2N2CCCCC2)o1	4	4	3	97	89	2.1	101	1	0

4 entries from above, with two lines to a compound:
Under each structure – GLD-1 RNA inh | VLA-4 inh | MCL1 BIM primary | CIT2-GFP yeast | AGP1 TOR yeast | MEX-5 binding | Yeast superoxide | BCLXL inh | GRK2 aptamer HTS
CCCc1cnc(N2CCN(C(=O)c3ccc(OC)cc3)CC2)nc1
    -1 | -3 | 2 | 96 | 93 | 1.7 | 95 | 4 | 0
CCOC(=O)c1cc(Sc2ccccc2N)cc(C(=O)OCC)n1
    9 | -3 | -2 | 89 | 105 | 0.6 | 104 | -2 | 0
CN(C)S(=O)(=O)c1ccc(Cl)c(NC(=O)CSc2nc3c(cc2C#N)C(=O)CCC3)c1
    -3 | 7 | 7 | 109 | 96 | 1.6 | 89 | 3 | 0
CSc1ccc(CN(C)C(C)C(=O)NCC2CCCCC2)cc1 (centres undefined)
    4 | 0 | -1 | 100 | 98 | 0.7 | 102 | 6 | 24

Additional entries
SMILES	GLD-1 RNA inh	VLA-4 inh	MCL1 BIM primary	CIT2-GFP yeast	AGP1 TOR yeast	MEX-5 binding	Yeast superoxide	BCLXL inh	GRK2 aptamer HTS
CC(=O)Nc1ccc(NC(=O)C(C)OC(=O)CCc2nc3ccccc3s2)cc1 (centres undefined)	0	12	-2	105	102	-0.9	83	0	0
C=CCSc1nc(N)c(C(=O)Nc2ccccc2C)cc1C(N)=O	1	30	-2	?	?	2.5	98	6	0
O=C(COC(=O)C1CC2C=CC1C2)NCc1ccccc1Cl (centres undefined)	3	-6	0	nt	nt	-0.1	104	2	0
Brc1ccsc1-c1csc(-c2ccncc2)n1	5	-24	-1	110	87	-1.4	96	8	9
COCCn1c(SCC(=O)N2CCOCC2)nnc1-c1ccco1	2	-5	-12	103	104	-0.4	94	-6	0
COCCCN(CC(=O)NCc1ccccc1)S(=O)(=O)c1ccc(C)cc1	-3	13	-6	100	97	-1.3	100	1	3
COc1ccc(OC)c(-c2csc(NC(=O)Cn3[nH]c(=O)c4ccccc4c3=O)n2)c1	-22	-31	-35	111	116	-16	98	-7	0
COc1ccc(NC(=O)c2cc(C(C)C)on2)cc1OC	12	7	-5	104	97	nt	101	-3	0
CC(C)COC(=O)NCCCOC(=O)Nc1ccccc1	3	0	0	107	107	5.9	109	2	0
Nc1nc(CN2CCCCCC2)nc(Nc2ccc(F)cc2)n1	-1	4	2	103	104	5.1	107	0	0
CC(=O)N/C(=C\c1ccccc1)C(=O)OCCCOC(=O)/C(=C/c1ccccc1)NC(C)=O	12	5	-2	97	102	2.9	99	2	0
COc1ccccc1-c1c(C)nn2c(N3CCN(c4ccccc4OC)CC3)cc(C)nc12	3	-29	1	102	103	2.3	92	-1	0
Cc1ccc(CN(C)C(=O)c2ccccc2Sc2ccccc2C#N)cc1	0	13	9	89	93	2.2	103	8	0
CC1CCN(Cc2nc(-c3ccc(Cl)cc3)no2)CC1	5	14	-5	97	108	-0.5	106	-1	0
COc1ccc(S(=O)(=O)n2nc(OC(C)=O)cc2N)cc1	-3	nt	-4	nt	nt	-0.6	nt	-9	nt
CCCCN1C=C(C(=O)OC)C(c2ccccc2C(F)(F)F)C(C(=O)OC)=C1	8	-4	-6	94	98	-2.2	103	4	1
COc1ccc(S(=O)(=O)N2CCCCC2)cc1NS(=O)(=O)c1cc(Cl)ccc1Cl	1	18	9	102	101	-2.8	109	1	6
CC1(C)Cc2cccc(OCC(=O)N3CCN(c4cccc(C(F)(F)F)c4)CC3)c2O1	1	8	-6	104	107	1.4	82	12	0
Cc1cc(C)n2nc(C(=O)NC(C)(C)C)nc2n1	-2	-6	-6	96	nt	0.1	86	0	5
CC(C)S(=O)(=O)c1cnc(-c2cccnc2)nc1N	3	11	-1	111	113	-5.2	126	4	0
COc1ccc(N2C(=O)c3ccccc3NC2c2ccc(NC(C)=O)cc2)c(OC)c1 (centres undefined)	1	-4	-7	90	86	0.5	92	-1	0
Cc1cccc(NC(=S)N(CCCN2CCOCC2)C(C)c2cc3ccccc3o2)c1C (centres undefined)	-4	-5	9	104	123	-1.2	97	2	1
CCCN1C[C@H](CSC)C[C@@H]2c3cccc4[nH]cc(c34)C[C@H]21	16	-7	20	?	?	2.0	111	12	1
CN(c1cccc(NC(=O)c2ccccc2N(C)S(=O)(=O)c2ccccc2)c1)S(C)(=O)=O	4	29	-4	99	96	0.5	93	-1	0
COc1ccc(CN2CCNC(=O)C2CC(=O)N(C)CCc2cnn(C)c2)c(F)c1 (centres undefined)	9	9	7	106	97	-3.4	93	9	3
CCCCNC(=O)[C@@H]1CSC2c3ccccc3C(=O)N21 (some centres undefined)	nt	10	nt	94	85	-1.1	99	nt	1
CC1(C(=O)O)CC(C)(C(=O)O)CC(C)(C(=O)O)C1 (centres undefined)	-2	11	7	86	85	1.6	87	8	1
Cc1nnc(NC(=O)CN2CC(C)OC(C)C2)s1 (centres undefined)	0	1	-2	101	101	1.4	94	3	2
Cc1cc(S(=O)(=O)c2ccc([N+](=O)[O-])cn2)ccc1Br	2	7	-3	91	87	-0.2	124	2	1
CCCCOc1cccc(C2C(C(=O)c3cccs3)=C(O)C(=O)N2Cc2cccnc2)c1 (centres undefined)	-2	13	6	109	104	-1.3	82	12	5
COc1ccc(OC)c(NC(=O)CSC2=NCCS2)c1	5	22	-9	99	97	nt	100	7	4
O=C(O)C(=O)/C(=C\c1cccc(Cl)c1)c1ccc2ccccc2n1	-6	-1	-43	98	102	-12	83	-30	3
O=c1oc2ccccc2cc1-c1ccc(O)cc1O	-4	-6	0	100	98	-0.1	89	1	1
COc1ccc(/[N+]([O-])=C/c2ccco2)cc1	5	0	6	101	99	nt	90	9	3
CNc1nc(C)c(C(=O)OCC(=O)OC)s1	-3	5	-5	98	102	-4.2	125	6	5
Cc1nn(Cc2ccccc2)c(C)c1NC(=O)CSc1nc(C2CC2)nc2c1cnn2-c1ccccc1	10	-1	3	106	109	-1.3	106	0	0

4 entries already listed, sorted by number of heavy atoms, smallest number first.
SMILES	GLD-1 RNA inh	VLA-4 inh	MCL1 BIM primary	CIT2-GFP yeast	AGP1 TOR yeast	MEX-5 binding	Yeast superoxide	BCLXL inh	GRK2 aptamer HTS
CNc1nc(C)c(C(=O)OCC(=O)OC)s1	-3	5	-5	98	102	-4.2	125	6	5
O=c1oc2ccccc2cc1-c1ccc(O)cc1O	-4	-6	0	100	98	-0.1	89	1	1
CCCCNC(=O)[C@@H]1CSC2c3ccccc3C(=O)N21 (some centres undefined)	nt	10	nt	94	85	-1.1	99	nt	1
O=C(O)C(=O)/C(=C\c1cccc(Cl)c1)c1ccc2ccccc2n1	-6	-1	-43	98	102	-12	83	-30	3

Going on with the list.
SMILES	GLD-1 RNA inh	VLA-4 inh	MCL1 BIM primary	CIT2-GFP yeast	AGP1 TOR yeast	MEX-5 binding	Yeast superoxide	BCLXL inh	GRK2 aptamer HTS
CCOC(=O)N(Cc1ccccc1)C(C(=O)O)C(C(=O)O)N(Cc1ccccc1)C(=O)OCC (centres undefined)	-7	-5	5	92	99	-1.7	110	4	1
FC(F)(F)c1cnc(Sc2ncn[nH]2)c(Cl)c1	-8	9	3	98	102	-3.0	99	0	0
CC12CCC(C(=O)NCc3cccnc3)(OC1=O)C2(C)C (centres undefined)	3	-4	3	89	85	-0.5	101	6	4
O=c1c2ccccc2ncn1/N=C/c1ccccc1	-125	5	10	94	93	0.4	78	-1	0
COc1ccc(-c2cc3ccccc3oc2=O)cc1NC(=S)NC(=O)c1ccc2c(c1)OCCO2	4	-172	-24	98	103	-0.8	100	-4	0
O=C(NNC1=NCCC1)c1cccc(S(=O)(=O)N2CCOCC2)c1	0	8	-2	101	101	-0.6	86	3	2
COC(=O)c1cccc(NC(=O)c2nn(C(C)C)c(=O)c3ccccc23)c1	-2	-1	-2	106	95	nt	122	1	0
COc1nc(-c2ccccc2)c2cc(Br)ccc2n1	2	5	4	94	81	0.4	96	4	2
CCc1ccc(-n2c(CSc3nnnn3-c3ccccc3)nc3ccccc3c2=O)cc1	10	-2	0	98	97	1.1	107	2	0
COc1ccccc1NS(=O)(=O)c1cccc2cccnc12	0	19	2	99	96	1.5	97	2	0
CC(NCC(=O)Nc1ccccc1C(=O)NC1CC1)c1ccc(S(N)(=O)=O)cc1 (centres undefined)	11	2	7	102	109	nt	102	9	0
Cc1ccccc1-n1nnnc1SCC(=O)N(C)C1CCS(=O)(=O)C1 (centres undefined)	10	-2	4	100	106	0.8	95	4	0
COc1cc(C2C(C#N)=C(N)Oc3n[nH]c(-c4ccncc4)c32)cc(OC)c1OC (centres undefined)	-3	-3	5	104	103	-1.1	99	7	1
Cc1ccc(C)c(NC(=O)c2ccccn2)c1	1	4	8	99	91	-1.3	92	4	3
CC(C)CNS(=O)(=O)c1cc(C(=O)OCC(=O)N(C)C2CCS(=O)(=O)C2)c(Cl)cc1Cl (centres undefined)	6	-4	1	83	91	1.7	87	-4	2
Cc1cc2ncn(CC(O)COc3cccc(C(=O)O)c3)c2cc1C (centres undefined)	2	7	3	100	103	0.4	106	4	2
